# Bioassay records (PubChem BioAssay)
# Fh CTSL1 inh: cathepsin L1 inhibition, PFM18AAP counter-screen; AID 1906; 300,000 compounds, 0.49% hits; recombinant F. hepatica cathepsin L1, Z-Leu-Arg-MCA fluorescence; inhibition, % at 5.96 µM;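 active = inhibition above the mean of all tested compounds plus 3 SD, set per screening campaign, cut at about 17% in these data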;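 also: 0% = plate median of test compound wells and 100% = 1 µM Z-Phe-Ala-diazomethylketone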
# HCV core dimer: blocks dimerization of HCV core protein. 300,000 compounds, 0.33% hits. AID 1899. TR-FRET GST/Flag-core106 dimerization, 1536-well. inhibition, % at 5 µM;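 active = inhibition above the mean of all tested compounds plus 3 SD, set per screening campaign, cut at about 45% in these data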
#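 test system = GST/Flag-tagged HCV core106 proteins | probe or stimulus = Eu donor and XL665 acceptor anti-tag antibodies | times = compound-protein-antibody incubation 4 h at 22.5 °C | signal = TR-FRET, excitation 340 nm, emission 617 and 671 nm | measure = percent inhibition of core106 dimerization signal | controls = wells lacking GST-core106 and wells with excess unlabelled core106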
# TPT1 inh: inhibitors of Candida albicans tRNA 2'-phosphotransferase TPT1; recombinant caTPT1, FP RNA substrate dephosphorylation; inhibition, % at 5 µM; 300,000 compounds, 0.81% hits; AID 1962;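 active = inhibition above the mean of all tested compounds plus 3 SD, set per screening campaign, cut at about 24% in these data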;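 also: plate controls were DMSO alone for no effect and ferristatin control at 100 nM for full effect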
# PREPL inhibitor: human PREPL enzyme inhibition; 320,000 compounds, 0.68% hits; inhibition, % at 5.96 µM; recombinant PREPL, fluorescence polarization activity-based probe; Q4J6C6; AID 2751; in the data active = inhibition above about 43%;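 also: 0% = enzyme with DMSO and 100% = wells lacking enzyme; many of its hits are not listed in these tables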
# Target sequence (Q4J6C6 whole entry, looked up): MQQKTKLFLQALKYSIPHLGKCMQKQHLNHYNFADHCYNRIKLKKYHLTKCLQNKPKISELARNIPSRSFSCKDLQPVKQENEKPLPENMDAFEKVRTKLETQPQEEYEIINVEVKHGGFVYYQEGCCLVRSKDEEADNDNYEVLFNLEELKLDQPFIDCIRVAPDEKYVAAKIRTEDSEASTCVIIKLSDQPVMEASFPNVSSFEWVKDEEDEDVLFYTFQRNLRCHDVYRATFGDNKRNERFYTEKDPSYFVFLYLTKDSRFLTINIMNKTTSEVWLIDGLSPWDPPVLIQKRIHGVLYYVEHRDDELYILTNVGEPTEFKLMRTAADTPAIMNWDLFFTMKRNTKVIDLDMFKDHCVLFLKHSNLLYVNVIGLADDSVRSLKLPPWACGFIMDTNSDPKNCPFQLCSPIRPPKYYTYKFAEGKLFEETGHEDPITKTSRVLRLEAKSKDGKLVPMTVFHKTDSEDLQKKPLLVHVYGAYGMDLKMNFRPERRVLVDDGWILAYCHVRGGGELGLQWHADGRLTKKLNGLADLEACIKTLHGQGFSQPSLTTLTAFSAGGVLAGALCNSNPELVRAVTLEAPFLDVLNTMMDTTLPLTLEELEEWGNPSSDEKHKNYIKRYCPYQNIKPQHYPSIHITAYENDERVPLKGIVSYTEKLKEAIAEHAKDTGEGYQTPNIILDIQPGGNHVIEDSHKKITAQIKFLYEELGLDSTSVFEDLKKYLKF
# PP1 inh: PP1-alpha (human) inhibition in PP5 counter-screen | purified PP1alpha, OMFP fluorescence | inhibition, % at 6.7 µM | 320,000 compounds, 0.9% hits | P62136;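 active = inhibition above the mean inhibition of all tested compounds plus 3 SD, computed separately for each screening campaign, cut at about 15% in these data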
# Target sequence (P62136 whole entry, looked up): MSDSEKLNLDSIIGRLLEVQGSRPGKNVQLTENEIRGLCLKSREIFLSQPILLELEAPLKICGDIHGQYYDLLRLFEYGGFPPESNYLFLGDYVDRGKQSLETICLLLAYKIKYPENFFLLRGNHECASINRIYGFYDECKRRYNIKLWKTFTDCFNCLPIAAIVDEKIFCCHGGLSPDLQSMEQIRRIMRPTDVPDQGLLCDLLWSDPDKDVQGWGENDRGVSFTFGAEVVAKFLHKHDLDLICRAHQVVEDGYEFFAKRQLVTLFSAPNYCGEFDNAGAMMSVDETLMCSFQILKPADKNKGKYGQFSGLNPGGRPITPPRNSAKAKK
# ZTA counter: ZTA (EBV) inhibition in EBNA-1 counter-screen. 320,000 compounds, 0.15% hits. ZTA-DNA binding, fluorescence polarization. inhibition, % at 11 µM; in the data active = inhibition above about 33%
# EBNA-1 inhibitor: blocks EBNA-1 binding to DNA; EBNA-1 DNA binding, fluorescence polarization; inhibition, % at 14.8 µM; 300,000 compounds, 0.34% hits; AID 1950; in the data active = inhibition above about 28%
# PP5 primary: PP5 (human) phosphatase inhibition. P53041. purified PP5c, OMFP substrate fluorescence. inhibition, % at 6.7 µM. 320,000 compounds, 0.18% hits;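 active = inhibition above the campaign's mean inhibition across all tested compounds plus 3 SD, cut at about 9.5% in these data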;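 also: 0% = DMSO only and 100% = 100 µM cantharidin control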
# Efflux pump mplx: blocks antifungal efflux pumps in multiplex yeast assay; S. cerevisiae Candida pump triplex, Nile Red efflux; inhibition, % at 10 µM; 330,000 compounds, 0.44% hits;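 active = plate passing quality check with inhibition over a set limit, or well fluorescence over plate mean plus 4 SD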;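 also: Nile Red retained in pooled yeast measured as flow cytometry median fluorescence; 0% = buffer negative control and 100% = Enniatin B positive control; higher means more Nile Red kept so more efflux inhibition; some compounds called inactive have numbers as strong as hits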
# * marks the source's active call; other numbers are inactive results. Some of the compounds tested, so the mix of outcomes need not match the whole.
compound | Fh CTSL1 inh | HCV core dimer | TPT1 inh | PREPL inhibitor | PP1 inh | ZTA counter | EBNA-1 inhibitor | PP5 primary | Efflux pump mplx
CCn1cc(C(C)NC(=O)COc2ccc(Cl)cc2C)c(C)n1 (stereo not given) | -2 | 5 | 3 | 18 | -2 | 6 | -11 | 3.7 | 2.8
NC(=O)c1cc2ccccc2o/c1=N\NC(=O)c1ccncc1 | 2 | -3 | -1 | 16 | 5 | -4 | -8 | 1.1 | -0.2
C[C@H](C(=O)NCc1ccccc1)C(=O)c1ccccc1 | -3 | -1 | -2 | -2 | -2 | -4 | 2 | 3.1 | 2.2
S=C(NNc1ccnc2cc(Cl)ccc12)Nc1ccccc1Cl | -1 | 22 | 8 | 19 | 6 | 10 | -6 | 3.4 | -0.5
O=C(Nc1ccccc1Cl)Nc1ccccc1Cl | 4 | 2 | 0 | -14 | 0 | 4 | 16 | -0.8 | 0.1
Cc1ccc(C(=O)N2CCCC(CCC(=O)N3CCN(c4ccccn4)CC3)C2)cc1C (stereo not given) | -7 | -6 | -2 | 27 | 5 | -2 | -4 | -6.7 | 0.3
Cc1ccc2[nH]c3c(c2c1)CCCC3NC(=O)CCl (stereo not given) | 11 | 0 | -1 | 5 | 0 | 16 | 9 | 0.4 | -0.1
CC(/C=N/NC(=O)c1cnccn1)=C\c1ccco1 | 3 | -7 | -1 | 4 | -1 | -3 | -1 | 2.4 | -0.1
CCOc1ccc(-n2cc(-c3ccccc3)c3c(SC(C)C(=O)OC)ncnc32)cc1 (stereo not given) | 0 | 4 | -2 | 5 | 3 | -5 | 5 | 1.2 | -0.4
CCN(Cc1ccncc1)Cc1cn(C)nc1-c1ccc(Oc2ccccc2)cc1 | 1 | 7 | 0 | 18 | 0 | -6 | -10 | 4.0 | 0.4
CC1CN(C(=O)N2CCOCC2)CCN1C(=O)N1CCOCC1 (stereo not given) | -1 | -2 | -2 | 11 | -6 | -19 | -3 | 0.9 | 0.1
COc1cccc(N(C(=O)Cn2nnc(-c3cccs3)n2)C(C(=O)NC2CCCCC2)c2ccncc2)c1 (stereo not given) | -1 | 3 | 1 | 4 | 2 | 3 | -1 | 5.3 | 0.1
N/C(=N\NC(=O)c1cccs1)c1cc2ccccc2oc1=O | 4 | -7 | 1 | 5 | -4 | -4 | -2 | -1.3 | 0.1
Cc1coc2c1c(C)cc1oc(=O)c(CC(=O)NCCCN3CCCC3=O)c(C)c12 | -2 | -1 | -2 | 23 | 6 | 4 | -9 | 3.4 | 0.4
CCC1CCc2sc(C(=O)NC3CCN(Cc4ccccc4)CC3)cc2C1 (stereo not given) | 0 | -2 | 0 | -9 | -3 | 5 | -9 | 3.6 | 0.1
CCOc1cccc(CNCc2ccc(C(=O)O)cc2)c1 | -2 | -4 | -4 | 3 | 0 | 0 | 4 | 1.2 | 0.0
Oc1ccc(N=C/C=C/c2cccc(Br)c2)cc1-c1nc2ccccc2s1 | -2 | 29 | -4 | 16 | 10 | -29 | -1 | 3.7 | 0.2
CCCCn1c(N)c(N(Cc2ccccc2OC)C(=O)CCC(C)C)c(=O)[nH]c1=O | -3 | 4 | 0 | -2 | -2 | 6 | -3 | 1.1 | 0.1
Cc1cccc(NC(=O)N2CCC(n3nnc4cc(C)ccc43)CC2)c1 | -5 | 1 | 1 | 10 | -2 | 2 | -11 | -1.3 | 0.2
Cc1ccc(N)cc1CN1CCCC1=O | -2 | 4 | 2 | -3 | -4 | -5 | 1 | 2.2 | 0.1
Cc1cccc(C)c1N1C(=O)C2ON(c3ccccc3)C(c3ccncc3)C2C1=O (stereo not given) | 12 | 3 | -2 | 0 | -6 | 4 | -3 | 1.7 | -0.2
O=S1(=O)N=C2CCCCCN2C(c2ccccc2)N1 (stereo not given) | -15 | -2 | -3 | 7 | -6 | -2 | -20 | -2.9 | 0.1
O=C(NCc1nnc2c(C(F)(F)F)cc(Cl)cn12)c1ccco1 | 1 | -4 | 3 | 14 | -4 | -7 | -2 | -2.2 | 0.2
CCOc1ccccc1-n1nnnc1SCC(=O)Nc1cc2oc3ccccc3c2cc1OC | -1 | -2 | -1 | -9 | -1 | -15 | -11 | 0.1 | -0.1
CC(C)(C)c1ccc(OCCC(=O)Nc2cccc(S(=O)(=O)N3CCOCC3)c2)cc1 | 1 | 0 | -1 | 10 | 0 | 4 | 3 | 3.5 | -0.1
CCOC(=O)C1=C(C)NC(=O)NC1c1c(C)nn(-c2ccccc2)c1Cl (stereo not given) | -2 | -1 | 0 | -3 | -1 | -5 | -10 | 3.3 | -0.1
COCC(=O)Nc1nnc(SCC(=O)N2C(C)CCCC2C)s1 (stereo not given) | 0 | 4 | -2 | 1 | -2 | 13 | 0 | 1.0 | 0.0
Cc1ccc(C(=O)Nc2sc(Cc3ccc4c(c3)OCO4)c(C)c2C(N)=O)cc1 | 1 | -2 | 1 | 1 | -2 | 8 | 2 | -0.1 | -0.2
CC(C(=O)O)N(c1ccccc1Cl)S(C)(=O)=O (stereo not given) | -4 | 3 | -3 | 2 | -3 | 2 | 2 | -1.9 | 0.0
CN(C)CCCNc1oc(-c2ccc(Cl)cc2)nc1C#N | 2 | -2 | -1 | -18 | -2 | -10 | -5 | -1.0 | 0.1

# Record cards, from the list above. Values in the order: Fh CTSL1 inh	HCV core dimer	TPT1 inh	PREPL inhibitor	PP1 inh	ZTA counter	EBNA-1 inhibitor	PP5 primary	Efflux pump mplx
# Shown for COCC(=O)Nc1nnc(SCC(=O)N2C(C)CCCC2C)s1 (stereo not given) = 0	4	-2	1	-2	13	0	1.0	0.0
# Shown for S=C(NNc1ccnc2cc(Cl)ccc12)Nc1ccccc1Cl = -1	22	8	19	6	10	-6	3.4	-0.5
# Shown for CCOC(=O)C1=C(C)NC(=O)NC1c1c(C)nn(-c2ccccc2)c1Cl (stereo not given) = -2	-1	0	-3	-1	-5	-10	3.3	-0.1
# Shown for CCN(Cc1ccncc1)Cc1cn(C)nc1-c1ccc(Oc2ccccc2)cc1 = 1	7	0	18	0	-6	-10	4.0	0.4
# Shown for CCOc1ccccc1-n1nnnc1SCC(=O)Nc1cc2oc3ccccc3c2cc1OC = -1	-2	-1	-9	-1	-15	-11	0.1	-0.1

# More entries.
compound | Fh CTSL1 inh | HCV core dimer | TPT1 inh | PREPL inhibitor | PP1 inh | ZTA counter | EBNA-1 inhibitor | PP5 primary | Efflux pump mplx
O=C(Cn1c(=O)n(CCCC(=O)NC2CCCC2)c(=O)c2ccccc21)NCCC1=CCCCC1 | -1 | -5 | 0 | -11 | -1 | 8 | -5 | 1.5 | 0.4
COC(=O)Nc1ccc(S(=O)(=O)N2CCCc3cccc(O)c32)cc1 | 1 | 2 | 1 | 7 | -2 | 1 | -1 | 4.2 | 0.0
CSc1ccccc1NC(=O)c1cc(C)on1 | 0 | -2 | 1 | 9 | 2 | 1 | 12 | 2.7 | 0.0
CC(C)CNC(=O)COC(=O)CNC(=O)c1cc(Cl)cc([N+](=O)[O-])c1 | 6 | -4 | -3 | -2 | 1 | 7 | 7 | -1.9 | 0.0
CS(=O)(=O)c1ccc2nc(NC(=O)c3ccc(Cl)cc3)sc2c1 | -7 | -1 | -2 | -3 | -1 | -15 | -8 | 2.5 | -0.2
CC(=O)c1ccc(NC(=O)c2cc(Cl)nc3ccccc23)cc1 | 9 | 6 | -3 | 6 | -4 | 2 | 11 | 2.6 | 0.1
C/C(=N\OCC(=O)OCC(=O)NC(=O)c1ccc(OC(F)F)cc1)c1ccc2c(c1)OCO2 | -12 | -3 | 0 | 16 | 0 | -8 | -8 | 0.1 | 0.0
COC(=O)c1ccc(NC(=S)NC(=O)c2c(Cl)cnn2C)cc1 | 2 | -1 | 0 | -2 | -3 | 5 | 1 | 4.0 | 0.1
Fc1ccc(/C=N/NC2=Nc3cccc4cccc2c34)cc1 | 1 | -29 | 24 | 27 | 2 | 179* | 0 | 3.7 | 0.0
COc1ccc(NC(=O)c2ccccc2OCc2c(C)noc2C)cc1OC | 0 | 0 | -3 | 11 | 1 | -16 | -1 | 1.2 | 0.1
COc1ccc(S(=O)(=O)NCC2CCCN(C(=O)c3ccco3)C2)cc1 (stereo not given) | -2 | 3 | 4 | 13 | 4 | 2 | 0 | 1.3 | 1.1
O=C(O)C1CCN(S(=O)(=O)c2ccc(N3CCOCC3)c([N+](=O)[O-])c2)CC1 | 1 | 3 | -2 | -16 | -4 | 5 | -2 | 2.2 | -0.1
CC(=O)CSc1ccc(-c2nc3ccccc3[nH]2)cn1 | 3 | -15 | -1 | -7 | -2 | 3 | 10 | 3.5 | 0.1
O=C(NNC(=S)Nc1ccccc1Cl)C1CC1 | -2 | -2 | -1 | 0 | 1 | 6 | -6 | 2.9 | 0.0
CCN(CC)S(=O)(=O)c1ccc(OC)c(NC(=O)C2CC(=O)N(c3ccc(C)cc3)C2)c1 (stereo not given) | -5 | -2 | -4 | 4 | 0 | -6 | 1 | 3.0 | -0.2
Cc1cc(C)c(C)c(S(=O)(=O)N2CCN(CC(=O)c3c(N)n(Cc4ccccc4)c(=O)n(C)c3=O)CC2)c1C | 0 | 10 | 3 | 17 | 3 | 0 | 2 | 5.5 | -0.1
Cc1cnc(NC(=O)c2c(-c3ccccc3)noc2C)s1 | -2 | -4 | -5 | -1 | 5 | 0 | -3 | -1.7 | 0.0
COc1cccc(CNC(=O)c2cccc(NC3=NC4CS(=O)(=O)CC4S3)c2)c1 (stereo not given) | -6 | -18 | 2 | -1 | 1 | -3 | 8 | 2.1 | -0.1
O=C(Nc1nnc(-c2ccncc2)o1)c1ccc2ccccc2c1 | 2 | 12 | 1 | 0 | 8 | 2 | 6 | 2.5 | 0.3
Cc1ccnc(N2CCC(C(=O)Nc3ccc4c(c3)OCCO4)CC2)n1 | -4 | -11 | -1 | 4 | 0 | 5 | -8 | -3.6 | 0.0
CCCCCCOc1ccc(/C(N)=N/O)cc1 | -2 | -1 | 0 | 1 | -3 | 9 | 3 | 1.9 | 0.1
CCN1CCCC1CNC(=O)C(=O)Nc1ccc(OC)cc1 (stereo not given) | 2 | -5 | -1 | 4 | -3 | -9 | 0 | -2.4 | 0.1
CC(C)(C)C1CCc2[nH]c3ccccc3c(=O)c2C1 (stereo not given) | 4 | -1 | -4 | 6 | -1 | -3 | 2 | -0.1 | -0.1
COc1cc(C(=O)N2CCN(Cc3ccc4c(c3)OCO4)CC2)c([N+](=O)[O-])cc1OC | 2 | 1 | 2 | 0 | 2 | 6 | -6 | 2.6 | 0.0
NC(=O)c1ccc(NC(=O)CSc2nnc(-c3ccncc3)n2Cc2ccco2)cc1 | -5 | 2 | -1 | -11 | -12 | -9 | -15 | -0.6 | 0.0
C=CCC(=O)OCCCCCCOc1ccc(C(=O)O)cc1 | 1 | -3 | -5 | 3 | 1 | 10 | -19 | 1.0 | 0.2

# In a second layout: results already given
# Values run as follows: Fh CTSL1 inh	HCV core dimer	TPT1 inh	PREPL inhibitor	PP1 inh	ZTA counter	EBNA-1 inhibitor	PP5 primary	Efflux pump mplx
- CC(C)CNC(=O)COC(=O)CNC(=O)c1cc(Cl)cc([N+](=O)[O-])c1
    6	-4	-3	-2	1	7	7	-1.9	0.0
- CS(=O)(=O)c1ccc2nc(NC(=O)c3ccc(Cl)cc3)sc2c1
    -7	-1	-2	-3	-1	-15	-8	2.5	-0.2
- CC(=O)c1ccc(NC(=O)c2cc(Cl)nc3ccccc23)cc1
    9	6	-3	6	-4	2	11	2.6	0.1
